# High-throughput results as filed in PubChem BioAssay.
# TRPC6 inhibitor: blocks the mouse TRPC6 cation channel; Q61143; HEK293-TRPC6, membrane potential dye, ACh-evoked depolarization; active compounds read low; B-score at 10 µM; hit rate 1.1% among 310,000; AID 2553;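 active = B-score under library mean minus 3 SD, initial fluorescence not abnormally high, positive integrated signal ratio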;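 also: B-score derived from integrated fluorescence ratio over the kinetic read; more negative B-score means stronger inhibition of depolarization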
# MrgX1 PAM: allosterically activates human MrgX1 receptor signaling; Q96LB2; MrgX1-HEK293, Fluo-4 calcium flux, FDSS; active compounds read high; B-score at 10 µM; hit rate 0.63% among 310,000;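 active = plate-corrected calcium response at least 3 library SD above typical, normal starting fluorescence, not activating the receptor alone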;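 also: compound read alongside a low EC10 to EC30 dose of BAM8-22 agonist; peak minus trough fluorescence over baseline measured at the second addition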
# Target sequence (Q96LB2 whole entry, looked up): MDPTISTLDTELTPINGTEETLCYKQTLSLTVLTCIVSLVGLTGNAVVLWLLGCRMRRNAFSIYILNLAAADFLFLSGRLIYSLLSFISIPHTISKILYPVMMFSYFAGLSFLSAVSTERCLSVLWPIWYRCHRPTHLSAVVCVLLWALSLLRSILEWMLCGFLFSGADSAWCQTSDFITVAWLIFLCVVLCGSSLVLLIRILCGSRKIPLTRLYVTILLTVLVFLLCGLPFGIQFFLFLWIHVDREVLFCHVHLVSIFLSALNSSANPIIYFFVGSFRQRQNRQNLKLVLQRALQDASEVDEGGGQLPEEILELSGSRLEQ
# TRPC6 act: activators of mouse TRPC6 channel; AID 2550; HEK293-TRPC6 membrane potential dye fluorescence; active compounds read high; B-score at 10 µM; hit rate 0.13% among 310,000; Q61143;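 active = B-score of the integrated fluorescence ratio above library mean plus 3 SD, and starting fluorescence ratio within library mean plus 5 SD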;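 also: higher score means more depolarization so channel activation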
# TRPC4 block: inhibitors of mouse TRPC4 channel; Q9QUQ5; hit rate 0.39% among 300,000; B-score at 10 µM; HEK293 TRPC4beta/mu-opioid, DAMGO-evoked Fluo4 calcium flux; active compounds read low;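 active = B-score over 3 SD under the library average, no early fluorescence shift, positive overall ratio signal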
#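 Assay system: Stable TRPC4beta/mu-opioid receptor HEK293 cells | Reagent: DAMGO in two steps, submaximal then maximal | Compound dosing: Single concentration per test compound | Signal: Fluo4 Ca2+ flux fluorescence | Evaluation: Per-well B score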
# RGS4 block: human RGS4 inhibition. AID 463165. HEK293 M3R/RGS4 inducible, Fluo-4 calcium flux; active compounds read high; triggered by carbachol at its EC20. B-score at 10 µM. P49798. hit rate 0.45% among 310,000;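 active = B-score, a plate-corrected calcium signal, over three deviations above library mean, with baseline fluorescence within five deviations of library mean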;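 also: RGS4 expression induced by doxycycline in cells with stable M3 receptor; B-score is computed from the integrated fluorescence ratio over baseline after carbachol; higher B-score means a larger calcium signal and so more RGS4 inhibition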
# Target sequence (P49798 whole entry, looked up): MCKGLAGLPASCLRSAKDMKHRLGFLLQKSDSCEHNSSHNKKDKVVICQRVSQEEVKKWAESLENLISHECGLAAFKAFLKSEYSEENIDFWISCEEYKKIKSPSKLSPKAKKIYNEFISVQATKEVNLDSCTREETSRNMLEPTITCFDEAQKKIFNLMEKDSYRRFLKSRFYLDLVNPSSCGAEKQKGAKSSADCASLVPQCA
# ANO1 activ: activates or potentiates the mouse TMEM16A chloride channel; Q8BHY3; HEK293 TMEM16A/YFP-H148Q/I152L, iodide quench fluorescence; active compounds read low; B-score at 10 µM; hit rate 0.3% among 340,000; AID 623877;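 active = fluorescence-ratio B-score plate-corrected deviation score at least 3 library SD below zero, with starting fluorescence score within 5 deviations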;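 also: channel opened by trigger with iodide after compound preincubation; score built on the fluorescence ratio of max minus min over baseline; more negative score means more quench and so TMEM16A activation or potentiation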
# TRPC4 agonist: opens the mouse TRPC4 cation channel | Q9QUQ5 | B-score at 10 µM | hit rate 0.49% among 310,000 | HEK293 TRPC4beta/mu-opioid, Fluo4 calcium fluorescence; active compounds read high;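 active = B-score above 5 SD of library B-scores, and initial fluorescence ratio not above library mean plus 5 SD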;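 also: positive B-score marks a calcium rise read as TRPC4 activation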
#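 Test system: HEK293 cells stably co-expressing mouse TRPC4beta and mu-opioid receptor | Schedule: Fluo4 dye loading 45 min at room temperature, 110 s recording | Measured by: Kinetic Fluo4 calcium fluorescence, 5 s baseline at 1 Hz | Evaluation: B score of integrated ratio | Controls: Buffer (low) and maximal DAMGO (high)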
# MrgX1 antag: antagonists of human MrgX1 receptor | Q96LB2 | MRGX1-HEK293 calcium flux, Fluo-4, BAM8-22 antagonism; active compounds read low | B-score at 10 µM | hit rate 1.3% among 310,000;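 active = calcium-response B-score plate-corrected more than 3 library SD below zero, starting fluorescence within 5 deviations, no agonist response on first addition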;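 also: peak minus trough fluorescence over baseline after final BAM8-22 challenge near maximal dose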
# TRPC4 potent: TRPC4 (mouse) allosteric potentiation; AID 2227; B-score at 10 µM; hit rate 0.42% among 310,000; HEK293 TRPC4beta/mu-opioid, DAMGO EC20, Fluo-4 Ca2+ flux; active compounds read high; Q9QUQ5;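 active = B-score of calcium response area above 5 SD of library B-scores, with initial fluorescence ratio within 5 SD of library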;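 also: B-score of integrated fluorescence ratio over time as area under calcium response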
# MrgX1 agonist: agonists of human MrgX1 receptor | Q96LB2 | AID 588627 | B-score at 10 µM | hit rate 0.44% among 310,000 | MrgX1-HEK293 cells, Fluo-4 calcium fluorescence, agonist mode; active compounds read high;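 active = calcium response B-score plate-corrected fluorescence ratio at least 3 library SD, with starting fluorescence B-score inside 5 SD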
#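 System – MrgX1-expressing HEK293 cells · Incubation – cells plated overnight, dye loaded 0.5 h 37 °C, 0.5 h room temperature · Technique – kinetic Fluo-4 NW fluorescence of intracellular calcium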
# TMEM16A inh: inhibitors of mouse TMEM16A calcium-activated chloride channel; hit rate 1.2% among 310,000; normalized B-score (activity score, 25-100; higher = stronger inhibition) at 10 µM; HEK293 TMEM16A/YFP iodide influx fluorescence, ionomycin;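 active = ratio plate-corrected score three or more library SD toward inhibition, starting fluorescence score within five deviations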;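 also: score derived from kinetic fluorescence span divided by baseline fluorescence per well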
# * hit, by the source's call; i = inactive; · = no result given.
SMILES,TRPC6 inhibitor,MrgX1 PAM,TRPC6 act,TRPC4 block,RGS4 block,ANO1 activ,TRPC4 agonist,MrgX1 antag,TRPC4 potent,MrgX1 agonist,TMEM16A inh
O=C(Nc1ccc(Cl)c(Cl)c1)Nc1ccon1,i,i,i,i,i,i,i,i,i,i,i
CCOC(=O)c1ccccc1NC(=O)Cn1cnc2c1c(=O)n(C)c(=O)n2C,i,i,i,i,i,i,i,i,i,i,i
Cc1cccc2cc(C#N)c(NCCCNS(=O)(=O)c3ccc(Cl)cc3)nc12,i,i,i,i,i,i,i,i,i,i,i
O=C(c1ccc2c(c1)OCO2)N1CCN=C1SCc1cccnc1,i,i,i,i,i,i,i,i,i,i,i
CN(C)C(CNC(=S)Nc1cccc(Cl)c1)c1cccnc1 (stereo not given),i,i,i,i,i,i,93*,i,i,i,i
CC(C)C(C(=O)NCC1CCCO1)N(Cc1ccco1)C(=O)CNS(=O)(=O)c1ccc(F)cc1 (stereo not given),i,i,i,i,i,i,i,i,i,i,i
COc1ccc(NC(=O)c2cnc(SC)n2-c2ccc(F)cc2)c(OC)c1,i,i,i,i,i,i,i,i,i,i,i
O=C(Cc1ccccc1)Nc1cccc(-c2nnc(-c3ccco3)o2)c1,i,i,i,i,i,i,i,i,i,i,i
CN(C)CCOCCOc1ccccc1-c1ccccc1,i,i,i,i,i,i,i,i,i,i,i
COc1cnc(-c2ccccc2)c(-c2ccccc2)n1,i,i,i,i,i,i,i,i,i,i,i
COc1ccc(C)cc1S(=O)(=O)Nc1cc2c3c(c1)C(C)C(=O)N3CCC2 (stereo not given),i,i,i,i,i,i,i,i,i,i,i
CC1CC(C)(C)NC(=S)N1CCCC(=O)Nc1ccc(F)cc1 (stereo not given),i,i,i,i,i,i,i,i,i,i,i
COc1ccc(N(CC(=O)N2CCN(c3cccc(C)c3C)CC2)S(=O)(=O)c2c(C)noc2C)cc1,i,i,i,i,i,i,i,i,i,i,i
Fc1cccc(Cc2noc(CN3CCOCC3)n2)c1,i,i,i,i,i,i,i,i,i,i,i
CC(=O)n1cc([C@H]2C=C(C(=O)N3CCN(Cc4ccc5c(c4)OCO5)CC3)O[C@@H](OCc3ccc(CO)cc3)C2)c2ccccc21,i,i,i,i,i,i,i,i,i,i,i
CC(C)CC(=O)O/N=C1\C(=O)N(c2ccccc2)c2ccccc21,i,i,i,i,i,i,i,i,i,i,i
CCC(=O)OCC(=O)N=c1sccn1Cc1ccc(C)cc1,i,i,i,i,i,i,i,i,i,i,i
Cc1ccc(CNC(=O)c2nnn(CC(=O)Nc3cccc(C)c3C)c2N)cc1,i,i,i,i,i,i,i,i,i,i,i
CCN(CC(=O)Nc1ccc2c(c1)OCCO2)C(=O)/C=C/c1cccc(OC)c1OC,i,i,i,i,i,i,i,i,i,i,i
Cc1coc2c1c(C)cc1oc(=O)c(CC(=O)N[C@H](C(=O)O)C(C)C)c(C)c12,i,i,i,i,i,i,i,i,i,i,i
CC1(C)C2CCC1(C)C(NC1=NCCC1)C2 (stereo not given),i,i,i,i,i,i,i,i,i,i,i
CCOc1ccc(CCNC(=O)COC(=O)c2ccc(OC)c(OC)c2OC)cc1OCC,i,i,i,i,i,i,i,i,i,i,i
CCOC(=O)/C(C#N)=C/Nc1ccsc1C(C)=O,i,i,i,i,i,i,i,i,i,i,i
CCC1(c2ccccc2)NC(=O)N(CC(=O)N(C)CC(=O)Nc2c(C)cccc2C)C1=O (stereo not given),i,i,i,i,i,i,i,i,i,i,i
CCC(=O)NC(=S)Nc1ccc(Cl)cn1,i,i,i,i,i,i,i,i,i,i,i
CC(=O)Nc1cccc(NC(=O)CCCC(=O)O)c1,i,i,i,i,i,i,i,i,i,i,i
O=C(CCCC1=NS(=O)(=O)c2ccccc2N1)OCc1ccc(Cl)cc1,i,i,i,i,i,i,i,i,i,i,i
COc1ccc2[nH]c3ccccc3c2c1,i,i,i,i,i,i,i,i,i,i,i
CCOc1ccc(NC(=O)CSC(N)=O)cc1,i,i,i,i,i,i,i,i,i,i,i
CCOc1ccc(OCCC(=O)OCC(=O)NCc2ccccc2)cc1,i,i,i,i,i,i,i,i,i,i,i
Cn1c(SCC(=O)Nc2ccc(C(N)=O)cc2)nnc1-c1cccs1,i,i,i,i,i,i,i,i,i,i,i
CCc1ccccc1NC(=O)CSc1ncn[nH]1,i,i,i,i,i,i,i,i,i,i,i
CN(C(=O)CCN1C(=O)S/C(=C\c2ccccc2)C1=O)C1CCS(=O)(=O)C1 (stereo not given),i,i,i,i,i,i,i,i,i,i,i
CCn1c(=O)c(C(=O)CN2CC(C)OC(C)C2)c(N)n(Cc2ccccc2)c1=O (stereo not given),i,i,i,i,i,i,i,i,i,i,i
O=C(O)CCNc1cc(N2CCN(C(=O)c3ccco3)CC2)c2noc3c2c1C(=O)c1ccccc1-3,i,i,i,i,i,i,i,i,i,i,i
Cc1nn(CC(=O)NCCc2cccs2)c(=O)c2cc3ccccc3n12,i,i,i,i,i,i,i,i,i,i,i
COc1ccc(C(C#N)N2N=C(c3ccccc3)CC2c2ccccc2)cc1OC (stereo not given),i,i,i,i,i,i,i,i,i,i,i
Cc1nc(N/N=C/c2ccccc2)nc(N(C)c2ccccc2)c1[N+](=O)[O-],i,i,i,i,i,i,i,-7.6*,i,i,i
COc1ccc(Br)cc1CN(C)CC(=O)NCc1ccc(F)cc1,i,i,i,i,i,i,i,i,i,i,i
NC(N)=NS(=O)(=O)c1ccc(NC(=S)NC(=O)/C=C/c2ccco2)cc1,i,i,i,i,i,i,i,i,i,i,i
O=S1(=O)N[C@@H](CC2=CCCCC2)C2CCCCC2O1 (stereo not given in full),i,i,i,i,i,i,i,i,i,i,i
CCN(CC(=O)Nc1ccc(C)c(F)c1)CC(=O)NC(C)C,i,i,i,i,i,i,i,i,i,i,i
CCCOc1ccc(-c2c(C(=O)N/N=C/c3ccc(OCC)cc3)nnn2-c2nonc2N)cc1,i,i,i,i,i,i,i,i,i,i,i
CCOc1ccc(CN(C)C(=O)c2cccnc2SC)cc1OC,i,i,i,i,i,i,i,i,i,i,i
CCOC(=O)c1c(C)oc2c1c1c(c3ccccc32)OCN(Cc2ccccn2)C1,i,i,i,i,i,i,i,i,i,i,i
CCc1ccc(-c2cc(C(=O)NCc3ccco3)c3ccccc3n2)s1,i,i,i,i,i,i,i,i,i,i,i
CN=c1scc(C)n1/N=C/c1ccc(O)cc1,i,i,i,i,i,i,i,i,i,i,i
Cc1ccc(NNc2c(C)nc3ccccc3nc2=O)cc1,i,i,i,i,i,i,i,i,i,i,i
CC1CCN(C(=O)c2scc3c2OCCO3)CC1,i,i,i,i,i,i,i,i,i,i,i
CC(=O)c1c(C)[nH]c(C(=O)Nc2cccc(C)c2C)c1C,i,i,i,i,i,i,i,i,i,i,i
CCN(C(=O)COC(=O)COc1ccc2c(C)cc(=O)oc2c1)C1CCS(=O)(=O)C1 (stereo not given),i,i,i,i,i,i,i,i,i,i,i
Cc1ccc(S(=O)(=O)N2CCCC2C(=O)OCc2ccccc2)cc1 (stereo not given),i,i,i,i,i,i,i,i,i,i,i
O=C(NCCCn1ccnc1)c1cccc(S(=O)(=O)Nc2ccccc2F)c1,i,i,i,i,i,i,i,i,i,i,i
CN(C)S(=O)(=O)N(CC(=O)N1CCOCC1)c1ccccc1,i,i,i,i,i,i,i,i,i,i,i
Cc1cccc(C)c1N=C1NN=C(c2ccccc2F)CS1,i,i,i,i,i,i,i,i,i,i,i
O=C(CN1CCNCC1)Nc1ccccc1Cl,i,i,i,i,i,i,i,i,i,i,i
O=C(NCc1ccccc1)c1cc(-n2cnnc2)ccc1Cl,·,i,·,·,·,i,·,i,·,i,i
COc1ccc(Cl)cc1NS(=O)(=O)c1cc(Cl)ccc1OC,i,i,i,i,i,i,i,i,i,i,i
CC(=O)Nc1ccc(S(=O)(=O)NCC(C)NS(=O)(=O)c2ccc(NC(C)=O)cc2)cc1 (stereo not given),i,i,i,i,i,i,i,i,i,i,i
Cc1ccc(CN(C)C(=O)c2cc(COc3cccc(C(F)(F)F)c3)on2)o1,i,i,i,i,i,i,i,i,i,i,i

# (cont.)
SMILES,TRPC6 inhibitor,MrgX1 PAM,TRPC6 act,TRPC4 block,RGS4 block,ANO1 activ,TRPC4 agonist,MrgX1 antag,TRPC4 potent,MrgX1 agonist,TMEM16A inh
CCOC(=O)c1c(NC(=O)c2cc(C(C)C)on2)sc(C(C)=O)c1C,i,i,i,i,i,-12*,i,i,i,i,i
COc1ccc(CCn2nnc(-c3ccc(NC(C)=O)c(Cl)c3)n2)cc1,i,i,i,i,i,i,i,i,i,i,i
CCOC(=O)CSC1=C(C#N)C(=O)NC(c2ccc(OC)cc2)S1 (stereo not given),i,i,i,i,i,i,i,i,i,i,i
CCOc1ccc(CC(=O)NNC(=S)NC2CCCCC2)cc1OCC,i,i,i,i,i,i,i,i,i,i,i
Cc1ccc(N(Cc2cc3ccc(C)cc3[nH]c2=O)C(=O)c2ccco2)cc1,i,i,i,i,i,i,i,i,i,i,i
CCOC(=O)C1=C(CNCc2ccccc2Cl)NC(=O)NC1c1ccc2c(c1)OCO2 (stereo not given),i,i,i,i,i,i,i,i,i,i,i
CCCN(CC(=O)Nc1ccccc1Br)CC(=O)Nc1ccc(F)c(F)c1F,i,i,i,i,i,i,i,i,12*,i,i
CC(C)c1ccc(C(CC(=O)O)N2Cc3ccccc3C2=O)cc1 (stereo not given),i,i,i,i,i,i,i,i,i,i,i
CCCCN(C)S(=O)(=O)c1ccc(C(=O)N(CCN(C)C)c2nc3ccc(C)cc3s2)cc1,i,i,i,i,i,i,i,i,i,i,i
